Screening results deposited in PubChem BioAssay by several laboratories.
TRPC6 inh: inhibitors of mouse TRPC6 channel; HEK293-TRPC6, membrane potential dye, ACh-evoked depolarization; stronger effect = lower value; B-score at 10 µM; 1.1% of 310,000 active; AID 2553;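 active = B-score under library mean minus 3 SD, initial fluorescence not abnormally high, positive integrated signal ratio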;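 note: B-score derived from integrated fluorescence ratio over the kinetic read; more negative B-score means stronger inhibition of depolarization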
SKKanGAS inh: inhibitors of SKKanGAS S. pyogenes growth in kanamycin (SK-promoter or general growth effect) | inhibition, % at 7.5 µM | 1.3% of 300,000 active | AID 1662 | BacTiter-Glo, 6 h;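 active = mean replicate score, as percent of positive control median, at least 50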;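 note: strain carries kanamycin resistance gene driven by streptokinase promoter and grows in 40 µg/ml kanamycin; loss of luminescence reflects streptokinase promoter inhibition or plain growth inhibition; 0% = median of DMSO wells and 100% = positive control at its reference dose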
MrgX1 antag: human MrgX1 receptor antagonism, primary screen | B-score at 10 µM | 1.3% of 310,000 active | MRGX1-HEK293 calcium flux, Fluo-4, BAM8-22 antagonism; stronger effect = lower value;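 active = calcium-response B-score plate-corrected more than 3 library SD below zero, starting fluorescence within 5 deviations, no agonist response on first addition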;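 note: peak minus trough fluorescence over baseline after final BAM8-22 challenge near maximal dose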
TRPC4 agonist: TRPC4 (mouse) channel activation; B-score at 10 µM; Q9QUQ5; 0.49% of 310,000 active; HEK293 TRPC4beta/mu-opioid, Fluo4 calcium fluorescence; stronger effect = higher value;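 active = B-score above 5 SD of library B-scores, and initial fluorescence ratio not above library mean plus 5 SD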;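 note: positive B-score marks a calcium rise read as TRPC4 activation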
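Material: HEK293 stable line with TRPC4beta plus mu-opioid receptor; technique: Fluo4 calcium-sensitive dye fluorescence, kinetic, 1 Hz baseline; timing: Fluo4 dye loading 45 min at room temperature, 110 s recording; controls: assay buffer as low control, maximal DAMGO as high control; read-out: integrated baseline-normalised fluorescence ratio, converted to per-well B score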
TRPC6 act: activators of mouse TRPC6 channel | Q61143 | HEK293-TRPC6 membrane potential dye fluorescence; stronger effect = higher value | B-score at 10 µM | 0.13% of 310,000 active | AID 2550;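 active = B-score of the integrated fluorescence ratio above library mean plus 3 SD, and starting fluorescence ratio within library mean plus 5 SD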;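 note: higher score means more depolarization so channel activation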
MrgX1 allo act: allosterically activates human MrgX1 receptor signaling | 0.63% of 310,000 active | Q96LB2 | AID 588675 | B-score at 10 µM | MrgX1-HEK293, Fluo-4 calcium flux, FDSS; stronger effect = higher value;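 active = plate-corrected calcium response at least 3 library SD above typical, normal starting fluorescence, not activating the receptor alone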;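 note: compound read alongside a low EC10 to EC30 dose of BAM8-22 agonist; peak minus trough fluorescence over baseline measured at the second addition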
TRPC4 potent: allosteric potentiators of mouse TRPC4 channel; HEK293 TRPC4beta/mu-opioid, DAMGO EC20, Fluo-4 Ca2+ flux; stronger effect = higher value; Q9QUQ5; 0.42% of 310,000 active; AID 2227; B-score at 10 µM;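 active = B-score of calcium response area above 5 SD of library B-scores, with initial fluorescence ratio within 5 SD of library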;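 note: B-score of integrated fluorescence ratio over time as area under calcium response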
MrgX1 agonist: agonists of human MrgX1 receptor; Q96LB2; MrgX1-HEK293 cells, Fluo-4 calcium fluorescence, agonist mode; stronger effect = higher value; B-score at 10 µM; 0.44% of 310,000 active;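 active = calcium response B-score plate-corrected fluorescence ratio at least 3 library SD, with starting fluorescence B-score inside 5 SD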
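Material: HEK293 cells stably expressing human MrgX1 receptor | Quantity: 15,000 cells per well | Times: Cells plated overnight, dye loaded 0.5 h 37 °C, 0.5 h room temperature | Measured by: Kinetic Fluo-4 NW fluorescence of intracellular calcium | Control set: Positive and negative controls per plate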
TRPC4 inh: TRPC4 (mouse) channel inhibition; B-score at 10 µM; HEK293 TRPC4beta/mu-opioid, DAMGO-evoked Fluo4 calcium flux; stronger effect = lower value; 0.39% of 300,000 active;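 active = B-score over 3 SD under the library average, no early fluorescence shift, positive overall ratio signal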
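material = TRPC4beta/mu-opioid receptor HEK293 cell line | probe or stimulus = sequential submaximal and maximal DAMGO stimulation | compound dosing = one concentration per compound | measured by = Fluo4 Ca2+ flux fluorescence | evaluation = integrated fluorescence ratio relative to baseline, converted to per-well B score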
ANO1 block: mouse TMEM16A channel inhibition, primary screen | 1.2% of 310,000 active | normalized B-score (activity score, 25-100; higher = stronger inhibition) at 10 µM | HEK293 TMEM16A/YFP iodide influx fluorescence, ionomycin | Q8BHY3;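 active = ratio plate-corrected score three or more library SD toward inhibition, starting fluorescence score within five deviations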;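 note: score derived from kinetic fluorescence span divided by baseline fluorescence per well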
Target sequence (Q8BHY3 whole entry, looked up): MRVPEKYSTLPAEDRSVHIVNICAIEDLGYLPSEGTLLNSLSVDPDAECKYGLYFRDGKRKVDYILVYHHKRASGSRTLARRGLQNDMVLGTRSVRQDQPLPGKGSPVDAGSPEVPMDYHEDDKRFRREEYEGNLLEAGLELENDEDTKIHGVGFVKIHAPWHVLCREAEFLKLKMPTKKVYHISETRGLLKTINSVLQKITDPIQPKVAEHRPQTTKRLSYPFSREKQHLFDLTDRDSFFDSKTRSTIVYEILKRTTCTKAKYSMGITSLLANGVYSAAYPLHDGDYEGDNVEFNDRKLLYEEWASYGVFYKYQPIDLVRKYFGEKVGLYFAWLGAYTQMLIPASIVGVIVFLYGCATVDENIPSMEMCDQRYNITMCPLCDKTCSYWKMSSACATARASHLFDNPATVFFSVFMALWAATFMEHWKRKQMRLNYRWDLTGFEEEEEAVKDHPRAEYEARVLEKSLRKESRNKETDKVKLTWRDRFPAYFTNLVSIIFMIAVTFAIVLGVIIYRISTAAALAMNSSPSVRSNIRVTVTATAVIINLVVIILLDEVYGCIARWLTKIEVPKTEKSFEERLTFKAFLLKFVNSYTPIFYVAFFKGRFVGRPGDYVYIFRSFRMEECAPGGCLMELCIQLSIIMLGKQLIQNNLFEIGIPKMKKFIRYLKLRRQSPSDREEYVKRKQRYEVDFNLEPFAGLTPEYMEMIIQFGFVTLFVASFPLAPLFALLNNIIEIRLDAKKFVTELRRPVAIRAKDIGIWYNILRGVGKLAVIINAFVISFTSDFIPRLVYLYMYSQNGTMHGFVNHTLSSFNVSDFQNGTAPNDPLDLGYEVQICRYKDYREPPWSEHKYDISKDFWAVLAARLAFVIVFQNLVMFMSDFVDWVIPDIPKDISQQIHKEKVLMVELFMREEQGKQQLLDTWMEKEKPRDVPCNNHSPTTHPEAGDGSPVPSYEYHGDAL
ANO1 activ: mouse TMEM16A channel activation, primary screen; 0.3% of 340,000 active; B-score at 10 µM; AID 623877; Q8BHY3; HEK293 TMEM16A/YFP-H148Q/I152L, iodide quench fluorescence; stronger effect = lower value;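 active = fluorescence-ratio B-score plate-corrected deviation score at least 3 library SD below zero, with starting fluorescence score within 5 deviations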;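 note: channel opened by trigger with iodide after compound preincubation; score built on the fluorescence ratio of max minus min over baseline; more negative score means more quench and so TMEM16A activation or potentiation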
An asterisk follows results filed as active; i = inactive; . = not tested or not shown.

nr | SMILES | TRPC6 inh | SKKanGAS inh | MrgX1 antag | TRPC4 agonist | TRPC6 act | MrgX1 allo act | TRPC4 potent | MrgX1 agonist | TRPC4 inh | ANO1 block | ANO1 activ
1 | O=C(NC(=S)Nc1cc(S(=O)(=O)N2CCOCC2)ccc1N1CCOCC1)C1CCCC1 | i | -1 | i | i | i | 7.1* | i | i | i | i | .
2 | COc1cc2nc(N(CCN(C)C)C(=O)c3ccc(S(=O)(=O)N(C)CC4CCCO4)cc3)sc2cc1OC (stereo not given) | i | 1 | i | i | i | i | i | i | i | i | i
3 | Cc1cccc(-n2nnnc2SCC(=O)Nc2cccc(S(N)(=O)=O)c2)c1 | i | 5 | i | i | i | i | i | i | i | i | i
4 | C#CCN(C(=O)Nc1ccccc1)c1ccccc1 | i | 5 | i | i | i | i | i | i | i | i | i
5 | c1ccc2c(c1)Nc1nccnc1S2 | . | . | i | . | . | i | . | i | . | i | i
6 | COc1ccc(N2CCN(C(=O)CSc3nc4cc(OC)c(OC)cc4cc3C#N)CC2)cc1 | i | 8 | i | i | i | i | i | i | i | i | i
7 | CC1CCCCN1C(=O)Cn1c(=O)n(-c2ccc(F)cc2)c(=O)c2sccc21 (stereo not given) | i | -4 | i | i | i | i | i | i | i | i | i
8 | CNC(=O)CCn1nc(-c2ccc(Cl)cc2)c2ccccc2c1=O | i | 3 | i | i | i | i | i | i | i | i | i
9 | CC(c1cccnc1)N(CCN(C)C)C(=O)Nc1ccc(Cl)cc1 (stereo not given) | i | -7 | i | i | i | i | i | i | i | i | i
10 | C=CCOc1ccc(C2C(C(=O)c3ccco3)=C(O)C(=O)N2CCCN(CC)CC)cc1 (stereo not given) | i | -3 | i | i | i | i | i | i | i | 25* | i
11 | O=C(c1cc2ccccc2oc1=O)N(Cc1ccccc1)Cc1ccc2c(c1)OCO2 | i | 6 | i | i | i | i | i | i | i | i | i
12 | COc1ccc(N2CCN(C(=O)CCS(=O)(=O)c3cccc4nsnc34)CC2)cc1 | i | 2 | i | i | i | i | i | i | i | i | i
13 | CCc1nn(CC(=O)NCCc2ccc(S(N)(=O)=O)cc2)c(=O)c2cc3sccc3n12 | i | 4 | i | i | i | i | i | i | i | i | i
14 | COc1ccc(C2CC(=O)C=C(NCC3CCCO3)C2)cc1 (stereo not given) | i | 10 | i | i | i | i | i | i | i | i | i
15 | CCOc1ccc(N2C(=O)CSC2=S)cc1 | i | -1 | i | i | i | i | i | i | i | i | i
16 | COc1ccc(C2(O)C(=O)Nc3ccc(C)cc32)cc1OC (stereo not given) | i | -1 | i | i | i | i | i | i | i | i | i
17 | COc1ccc2[nH]c3c(=O)n(CCCCC(=O)N4CCC(C(N)=O)CC4)c(=S)[nH]c3c2c1 | i | 0 | i | i | i | i | i | i | i | i | i
18 | CC(=O)C1=C(O)C(=O)N(CCCn2ccnc2)C1c1ccc(Br)cc1 (stereo not given) | i | 3 | i | i | i | i | i | i | i | i | i
19 | Cc1c(O)cc2n(c1=O)-c1ccc(Cl)cc1C2(C)C | i | 5 | i | i | i | i | i | i | i | i | i
20 | Cc1ccc(C(=O)N[C@H](C(=O)OCc2cc(=O)n3c(n2)sc2ccccc23)C(C)C)cc1 | i | 5 | i | i | i | i | i | i | i | i | i
21 | COc1ccccc1-c1noc(CCC(=O)Nc2cccc(C)c2)n1 | i | -1 | i | i | i | i | i | i | i | i | i
22 | O=C(CCS(=O)(=O)c1ccc(Cl)cc1)Oc1ccc2c(c1)OCO2 | . | -3 | i | . | . | i | . | i | . | i | i
23 | CCCc1cc(=O)[nH]c(SCC(=O)NC(=O)OCC)n1 | i | 6 | i | i | i | i | i | i | i | i | i
24 | Cc1[nH]n(-c2cccc3ccccc23)c(=O)c1/C=N/c1sc2c(c1C#N)CCC2 | i | 3 | i | i | i | i | i | i | i | i | i
25 | Nc1cc(Cl)ccc1C(=O)OCC(=O)NC(=O)NCc1ccccc1 | i | 0 | i | i | i | i | i | i | i | i | i
26 | CCCSc1nnc(-c2c[nH]c3ccccc23)n1CC | i | 0 | i | i | i | i | i | i | i | i | i
27 | CCOC(=O)Cn1nc(C)c(-c2ccccc2)c1N | i | -3 | i | i | i | i | i | i | i | i | i
28 | COc1ccc(-c2nnc(SCc3c(C)noc3C)o2)cc1 | i | -5 | i | i | i | i | i | i | i | i | i
29 | CCN(CC)C(=O)C(=O)N/N=C/c1cccc(Br)c1 | i | -17 | i | i | i | i | i | i | i | i | i
30 | O=C(CN(Cc1cccs1)S(=O)(=O)c1ccc(S(=O)(=O)NC2CCCCC2)cc1)Nc1ccccc1 | i | 21 | i | i | i | i | i | i | i | i | i
31 | O=C(O)c1cccnc1Nc1ccc(Cl)cc1 | i | -11 | i | i | i | i | i | i | i | i | i
32 | O=C(COc1ccccc1Cl)N1CCCCCCC1 | i | 4 | i | i | i | i | i | i | i | i | i
33 | COc1ccccc1Oc1ccc(S(=O)(=O)N2CCN(C)CC2)cc1 | i | -8 | i | i | i | i | i | i | i | i | i
34 | CN(C(=O)COC(=O)Cc1c(Cl)cccc1Cl)c1c(N)n(Cc2ccccc2)c(=O)[nH]c1=O | i | -2 | i | i | i | i | i | i | i | i | i
35 | CN(C)/C=N/c1sc2c(c1C#N)CCCCC2 | i | -11 | i | i | i | i | i | i | i | i | i
36 | COc1cccc(NC(=O)CCN2C(=O)c3ccccc3Sc3ncccc32)c1 | i | 2 | i | i | i | i | i | i | i | i | i
37 | Cc1cc2oc3ccc(NCCCn4ccnc4)cc3c(=O)c2cc1C | i | -4 | i | i | i | i | i | i | i | i | i
38 | Cc1ccnc(NC(=O)c2c(-c3ccccc3Cl)noc2C)c1 | i | -1 | i | i | i | i | i | i | i | i | i
39 | O=C(COC(=O)c1ccncc1)Nc1ccccc1 | i | -4 | i | i | i | i | i | i | i | i | i
40 | CN(C)c1ccc(C(O)P(=O)(OCc2ccccc2)c2ccc(N(C)C)cc2)cc1 (stereo not given) | i | -2 | i | i | i | i | i | i | i | i | i
41 | C/C(=N\NC(=O)c1ccncc1)c1ccc(NC(=O)c2ccc(Cl)cc2)cc1 | i | -2 | i | i | i | i | i | i | i | i | i
42 | S=C(NCc1cccnc1)Nc1ccc(Oc2ccccc2)cc1 | i | -9 | i | i | i | i | i | i | i | i | i
43 | Cc1c(C(=O)N2CCOCC2)sc2ncn(CC(=O)N3CCC(C)CC3)c(=O)c12 | . | 2 | i | . | . | i | . | i | . | i | i
44 | COc1ccc(NC(=O)c2nc[nH]c2C(=O)N2CCN(C(=O)OC(C)(C)C)CC2)cc1 | i | 2 | -7.7* | i | i | i | i | i | i | i | i
45 | CC(C)(C)c1csc(NC(=O)c2ccc(Cl)s2)n1 | i | 48 | i | i | i | i | i | i | i | i | i
46 | Cc1ccc(C(=O)NC2CC3CCCC(C2)N3Cc2ccccc2)cc1 (stereo not given) | i | 0 | i | i | i | i | i | i | i | i | i
47 | COc1cc(NC(=S)NC2CC2)c(OC)cc1Cl | i | -8 | i | i | i | i | i | i | i | i | i
48 | S=c1[nH]cnc2sc(Nc3ccccc3)nc12 | i | 11 | i | i | i | i | i | i | i | i | i
49 | O=C(Oc1ccccc1)c1ccc2nccnc2c1 | i | -3 | i | i | i | i | i | i | i | i | .
50 | CSc1cccc(NC(=O)N2CCN(C)CC2)c1 | i | -4 | i | i | i | i | 28* | i | i | i | .
51 | COCCCn1nnnc1SCC(=O)N1c2ccccc2CC1C (stereo not given) | i | -7 | i | i | i | i | i | i | i | i | i
52 | CCCN1CCN(C(=O)c2ccc(Sc3ccc(C)cc3)c(NC(C)=O)c2)CC1 | i | -4 | i | i | i | i | i | i | i | i | i
53 | O=C(CN(Cc1ccccc1)S(=O)(=O)c1ccccc1)N/N=C/c1ccccc1C(=O)O | i | 4 | i | i | i | i | i | i | i | i | i
54 | Cc1ccc(NC(=O)CSCC(=O)NCCc2ccccn2)c(C)c1 | i | -5 | i | i | i | i | i | i | i | i | i
55 | COC(=O)Cn1cnc2c(cnn2-c2ccccc2)c1=O | i | 6 | i | i | i | i | i | i | i | i | i
56 | COc1ccc(C(=O)NC(C)Cn2nc(C)cc2C)cc1OC1CCN(C(C)=O)CC1 (stereo not given) | i | 4 | i | i | i | i | i | i | i | i | i

(next part)
nr | SMILES | TRPC6 inh | SKKanGAS inh | MrgX1 antag | TRPC4 agonist | TRPC6 act | MrgX1 allo act | TRPC4 potent | MrgX1 agonist | TRPC4 inh | ANO1 block | ANO1 activ
57 | Cc1cccc2nc(-c3cccnc3)c(NCCC(C)C)n12 | -5.5* | 4 | i | i | i | i | i | i | i | i | i
58 | CC1CC(C)CN(CCC(=O)Nc2ccc3c(c2)CCC3)C1 (stereo not given) | i | -6 | i | i | i | i | i | i | i | i | i
59 | Cc1cc(N2CC(=O)N(CCc3ccccc3)C(=O)C2)n2ncnc2n1 | i | -3 | i | i | i | i | i | i | i | i | i
60 | CCN1CCN(C(=S)NC(=O)c2cccs2)CC1 | i | -4 | i | i | i | i | i | i | i | i | i
61 | COc1ccc(/C=N/NC(=O)c2ccccc2)cc1OS(=O)(=O)c1ccccc1 | i | -7 | i | i | i | i | i | i | i | i | i
62 | COc1cccc(CN(C(=O)COc2ccc(C)cc2)C2CCS(=O)(=O)C2)c1 (stereo not given) | i | -7 | i | i | i | i | i | i | i | i | i
63 | Cc1ccc(-c2[nH]nc3c2C(c2ccoc2)C(C#N)=C(N)O3)cc1C (stereo not given) | i | -4 | i | i | i | i | i | i | i | i | i
64 | O=C(COC(=O)CNC(=O)c1ccc(F)cc1)Nc1cccc(S(=O)(=O)N2CCCC2)c1 | i | -16 | i | i | i | i | i | i | i | i | i
65 | CCCCc1cc(=O)oc2cc(OCC(=O)N(CC)CC)c(Cl)cc12 | i | -7 | i | i | i | i | i | i | i | i | i
66 | Cc1cccc(C)c1NC(=S)N/N=C/c1ccc(OCCC(C)C)cc1 | i | 67* | i | i | i | i | i | i | i | i | i
67 | Cn1nc(C(F)(F)F)c(C(=O)Nc2ccc(Cl)cc2)c1Cl | i | 6 | i | i | i | i | i | i | i | i | i
68 | CC1CCCN(CCCCOc2cccc(Br)c2)C1 (stereo not given) | i | -1 | i | i | i | i | i | i | i | i | i
